Compound activity deposited in PubChem by Broad Institute.
RAD54 branch: RAD54 (human) branch migration inhibition. AID 602329. hit rate 0.14% among 360,000. RAD54 Holliday junction branch migration, FAM/BHQ fluorescence. Q92698. inhibition, % at 10.4 µM;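 active = mean normalized replicate activity at least 40 and at least half of replicates scoring 40 or more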;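 note: 0% = median of neutral control wells and 100% = median of positive control wells; inhibitors cause a drop in the FAM fluorescence signal; in these data hits start at about 50%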
esBAF inh: blocks esBAF chromatin remodeling in mouse ES cells; Bmi1-luciferase knock-in reporter, 24 h; 100% = twice the neutral-well signal; reporter increase, % at 12.5 µM; hit rate 2% among 350,000; in the data active = activation above about 40%;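 note: 0% = median of the plate's neutral control wells and 100% = double that signal; a rise in the Bmi1 reporter signal indicates esBAF inhibition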
E-sel inducer: E-selectin induction on HUVECs; P16581; HUVEC E-selectin immunofluorescence imaging; normalized: neutral wells 0, TNF-alpha wells 100; activation, % at 7.58 µM; hit rate 0.37% among 260,000; AID 686992;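 active = mean E-selectin-positive cell signal at least 10% of the positive control, reached in at least 60% of replicates, without over 20% cell loss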;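 note: in these data hits start at about 27%; measured in HUVEC primary endothelial cells; signal is the percent of cells scored E-selectin positive by PE staining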
Target sequence (P16581 whole entry, looked up): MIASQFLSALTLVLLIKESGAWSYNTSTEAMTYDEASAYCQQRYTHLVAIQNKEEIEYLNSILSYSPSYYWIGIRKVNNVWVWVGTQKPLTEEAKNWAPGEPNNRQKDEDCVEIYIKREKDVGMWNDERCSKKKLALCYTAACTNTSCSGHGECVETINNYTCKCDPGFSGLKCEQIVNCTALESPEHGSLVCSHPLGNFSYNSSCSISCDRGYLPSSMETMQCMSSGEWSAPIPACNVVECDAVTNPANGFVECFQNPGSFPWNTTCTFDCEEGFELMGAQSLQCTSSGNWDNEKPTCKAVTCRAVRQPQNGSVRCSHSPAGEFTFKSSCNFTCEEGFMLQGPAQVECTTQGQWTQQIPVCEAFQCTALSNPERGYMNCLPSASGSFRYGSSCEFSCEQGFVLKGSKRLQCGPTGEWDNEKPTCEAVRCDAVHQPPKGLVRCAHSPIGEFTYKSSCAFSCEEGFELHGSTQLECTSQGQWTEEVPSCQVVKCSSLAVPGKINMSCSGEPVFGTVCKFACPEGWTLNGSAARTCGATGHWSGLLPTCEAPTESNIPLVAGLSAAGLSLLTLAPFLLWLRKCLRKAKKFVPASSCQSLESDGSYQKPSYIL
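Read-out basis: % PE-positive cells; Test system: HUVEC primary endothelial cells; Technique: immunofluorescence imaging; Dosing: single-point compound dose.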
RAD52 inh: blocks human RAD52 DNA annealing; P43351; recombinant RAD52 DNA annealing, FRET fluorescence; inhibition, % at 18.7 µM; hit rate 0.46% among 360,000; AID 651710;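 active = every replicate showing at least 50% inhibition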
Target sequence (P43351 whole entry, looked up): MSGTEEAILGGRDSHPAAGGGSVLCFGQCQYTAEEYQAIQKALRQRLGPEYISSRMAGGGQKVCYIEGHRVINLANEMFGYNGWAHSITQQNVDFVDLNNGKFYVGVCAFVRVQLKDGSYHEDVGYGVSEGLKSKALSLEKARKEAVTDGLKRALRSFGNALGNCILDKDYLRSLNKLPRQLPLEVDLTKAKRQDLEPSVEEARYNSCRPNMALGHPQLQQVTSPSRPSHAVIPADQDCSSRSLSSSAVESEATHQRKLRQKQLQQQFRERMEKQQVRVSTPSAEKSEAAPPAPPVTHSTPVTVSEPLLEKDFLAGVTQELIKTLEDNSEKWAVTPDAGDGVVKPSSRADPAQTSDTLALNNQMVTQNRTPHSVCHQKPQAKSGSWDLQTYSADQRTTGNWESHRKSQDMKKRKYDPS
Casp6 inh: inhibitors of human caspase-6; P55212; purified caspase-6, Z-VEID-R110 cleavage fluorescence; inhibition, % at 12.5 µM; hit rate 0.53% among 350,000;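 active = mean inhibition across replicates at least about 35%, with every replicate also reaching that limit, limit read from the data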;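 note: 0% = median of neutral control wells and 100% = no fluorescence left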
PglD inh: PglD (C. jejuni) enzyme inhibition | AID 602405 | hit rate 0.098% among 360,000 | purified PglD enzyme, DTNB colorimetric CoA detection | inhibition, % at 12.5 µM; in the data active = inhibition above about 16%, passing the limit was not always enough; note: strong numbers were not always called active
ARNT TACC3 PPI: disruptors of human ARNT/TACC3 interaction; AlphaScreen His-ARNT PAS-B/GST-TACC3 binding, luminescence; TACC3 fragment carries E629A point mutation; inhibition, % at 9.99 µM; hit rate 0.66% among 390,000; AID 623870;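 active = mean inhibition of replicates at least 50% and at least half of replicates each reaching 50%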;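 note: 0% = complete ARNT plus TACC3 wells and 100% = ARNT alone without TACC3; many hits fall short of the cut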
ERp5 inh: inhibitors of human ERp5. Q15084. ERp5 insulin aggregation, absorbance 650 nm, 90 min. inhibition, % at 9.99 µM. hit rate 0.05% among 350,000. AID 651711;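 active = mean replicate inhibition above about 25%, with every replicate also reaching it, limit read from the data, passing the limit was not always enough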
* marks the source's active call; other numbers are inactive results; · = not tested or not shown. Compounds as they come; 3.2% or so of the library scored in one or more.

Below each SMILES: ERp5 inh	E-sel inducer	ARNT TACC3 PPI	RAD54 branch	PglD inh	RAD52 inh	esBAF inh	Casp6 inh
> CCCNC(=O)C[C@@H]1CC[C@H]2[C@H](COc3ccc(NC(=O)c4cccc(C(F)(F)F)c4)cc3C(=O)N2C)O1
  -4	0.3	-7	7	0	4	0	2
> COc1cccc(NC(=O)Nc2nnc(Cc3ccccc3)s2)c1
  -2	0.6	3	1	6	0	4	0
> Cc1noc(C)c1NC(=O)N(C)C[C@@H]1OCCCC[C@H](C)Oc2ccc(NS(C)(=O)=O)cc2C(=O)N([C@@H](C)CO)C[C@@H]1C
  ·	0.4	-3	-2	-2	·	-4	·
> O=C(NCC(c1ccco1)N1CCOCC1)c1cccc(Cl)c1 (stereo unspecified)
  -1	·	-11	-5	8	-12	·	1
> COc1ccc(CCNC(=O)C2CC3Cn4c(nc5cc6ccccc6cc54)C3N2C)cc1 (stereo unspecified)
  2	-0.1	-9	-9	3	-15	18	-1
> Cc1ccc(C(=O)CSC2=C(C#N)C(c3ccco3)C3=C(CCCC3=O)N2)cc1 (stereo unspecified)
  ·	·	1	-5	3	·	1	·
> O=C(CCc1nc(-c2ccccc2)no1)N1CCCC1
  ·	·	-1	-5	1	·	22	·
> Cn1c(=O)n(C/C=C/c2ccccc2)c(=O)c2c1nc1n2CCCN1Cc1ccccc1
  ·	·	-25	-6	8	·	-4	·
> O=c1c2ccsc2ncn1Cc1ccc(Cl)cc1
  ·	·	-2	10	4	·	-3	·
> CN1CCN(c2ccc(-c3ccnn3C(=O)Nc3cccc(C(F)(F)F)c3)cc2)CC1
  0	1.9	1	·	·	-7	·	-4
> COCCN1CN(S(=O)(=O)c2cccc(Cl)c2)c2nc3ccccc3nc21
  5	3.5	1	2	1	-37	12	2
> COc1ccccc1NC(=O)/C=C1\SCC(=O)N1C
  2	2.1	-4	·	·	-9	·	-2
> O=C(C[C@@H]1CC[C@@H](NC(=O)Nc2ccc(F)cc2)[C@H](CO)O1)NCc1cccc(F)c1
  0	-0.2	-1	-2	-4	-8	1	-2
> Cc1nn(C)c(C)c1CN(Cc1nc(CCC(C)C)no1)C(C)C
  -1	-0.2	8	·	·	-7	·	2
> COCCNC(=O)[C@@H]1[C@@H](CO)[C@@H]2Cn3c(ccc(-c4ccc(OC)cc4)c3=O)[C@H]1N2C(=O)NC(C)C
  2	-0.1	3	0	-1	-4	2	-2
> Cc1ccc2cc(C#N)c(N3CCCN(S(=O)(=O)c4ccccc4)CC3)nc2c1
  ·	-0.1	-13	-6	-1	·	3	·
> O=c1c2ccc([N+](=O)[O-])cc2ncn1CCOc1ccccc1
  8	·	5	·	·	-38	·	-1
> Cn1nc(C(=O)N2CCCc3ccccc32)c2ccccc2c1=O
  1	·	-4	·	·	-4	·	-10
> N#C/C(=C\c1ccc(O)cc1)C(=O)N1CCCC1
  3	0.8	-7	2	-1	0	-5	5
> COc1ccccc1C1CC(c2ccccc2)=NN1C(=S)Nc1ccccc1 (stereo unspecified)
  2	2.2	-1	·	·	-37	·	-1
> CCC(=O)N1[C@@H]2c3ccc(-c4cccc(F)c4)c(=O)n3C[C@@H]2[C@@H](CO)[C@@H]1C(=O)OC
  5	0.2	-3	-3	2	-4	-2	-2
> O=C(O)c1cc2ccccc2c(N=Nc2cccnc2)c1O
  ·	·	-1	3	1	·	8	·
> CN1C(=O)c2cc(NC(=O)Nc3ccccc3)ccc2OC[C@@H]2O[C@@H](CC(=O)NC3CCC3)CC[C@@H]21
  -7	0.3	3	-5	1	-6	0	-1
> C[C@@H]1CN([C@H](C)CO)C(=O)c2cc(N(C)C)ccc2O[C@@H](C)CCCCO[C@H]1CN(C)S(=O)(=O)c1ccccc1
  -6	-0.1	24	5	1	17	5	-2
> O=C(COc1ncnc2sccc12)Nc1ccc(F)cc1F
  -1	·	-1	·	·	-22	·	-1
> CC1CCN(c2nc3c(c(=O)[nH]c(=O)n3C)n2Cc2ccccc2)CC1
  1	1.3	4	-4	1	-6	-2	-4
> CN(C[C@@H]1N[C@H](CO)[C@H]1c1ccc(C2=CCCC2)cc1)C(=O)c1ccncc1
  ·	0.1	-2	-1	3	4	-12	·
> Cn1c(=O)c2[nH]c(C(O)c3ccc(Cl)cc3)nc2n(C)c1=O (stereo unspecified)
  -7	-0.2	5	·	·	-5	·	1
> CCCCNC(=O)c1ccc(SCC(=O)N(CC)CC)c([N+](=O)[O-])c1
  -7	-0.1	-6	1	0	-12	1	1
> CCOC(=O)c1c(C)nc2sc(C(N)=O)c(N)c2c1-c1ccc(OC)cc1
  ·	·	-15	-10	-3	·	-2	·

2 records drawn at random from those above:
Below each SMILES: ERp5 inh	E-sel inducer	ARNT TACC3 PPI	RAD54 branch	PglD inh	RAD52 inh	esBAF inh	Casp6 inh
> Cn1nc(C(=O)N2CCCc3ccccc32)c2ccccc2c1=O
  1	·	-4	·	·	-4	·	-10
> CCCNC(=O)C[C@@H]1CC[C@H]2[C@H](COc3ccc(NC(=O)c4cccc(C(F)(F)F)c4)cc3C(=O)N2C)O1
  -4	0.3	-7	7	0	4	0	2

Additional compounds
Below each SMILES: ERp5 inh	E-sel inducer	ARNT TACC3 PPI	RAD54 branch	PglD inh	RAD52 inh	esBAF inh	Casp6 inh
> O=C(c1ccncc1)N1CCN(c2ccc3ccccc3n2)CC1
  5	·	2	·	·	-11	·	1
> O=C(c1ccccc1)N1CC2(C1)[C@@H](c1ccccc1)[C@@H](CO)N2CC1CC1
  -4	-0.1	·	·	·	-3	·	-1
> COc1cc(/C=C/CNC[C@H]2O[C@@H](n3ccc(=O)[nH]c3=O)[C@H](O)[C@@H]2O)ccc1O
  -4	0.0	-11	12	2	-6	-8	-2
> C[C@@H]1CN([C@@H](C)CO)C(=O)c2cc(NC(=O)CCC(F)(F)F)ccc2O[C@H]1CN(C)Cc1ccccc1
  -12	0.0	-10	-8	0	21	6	0
> CCCCCCCCS(=O)CCC(=O)O (stereo unspecified)
  -1	·	-11	·	·	1	·	3
> CO[C@H]1CN(C)C(=O)c2ccc(NC(=O)Nc3c(C)noc3C)cc2OC[C@@H](C)NC[C@H]1C
  3	0.0	-1	4	-1	-11	-1	·
> CCn1cc([N+](=O)[O-])c(C(=O)N2N=C(c3ccc(OC)cc3OC)CC2c2ccccc2O)n1 (stereo unspecified)
  2	·	-4	-7	0	-10	·	2
> COc1ccc(NC(=O)Nc2ccc3c(c2)C(=O)N([C@H](C)CO)C[C@@H](C)[C@@H](CN(C)Cc2ccc(C(=O)O)cc2)O3)cc1
  3	-3.0	-1	-2	-1	-8	-2	-3
> S=c1[nH]nc(-c2cc(-c3ccccc3)n[nH]2)n1/N=C/C=C/c1ccccc1
  10	-0.5	-9	1	2	-18	20	2
> C[C@@H]1CN([C@H](C)CO)S(=O)(=O)c2ccc(-c3ccccc3)cc2O[C@H]1CN(C)C(=O)C1CCCCC1
  -10	2.8	10	7	5	12	-22	-4
> O=C1Nc2cc(Cl)c(Cl)cc2N(O)N1c1ccccc1
  ·	·	-2	-7	6	·	-2	·
> C[C@@H]1CN([C@@H](C)CO)C(=O)c2cc(NC(=O)Nc3ccc(F)cc3)ccc2O[C@@H]1CN(C)C(=O)NC1CCCCC1
  -5	0.1	-4	-8	-1	-14	-3	0
> COc1cccc(CNC(=O)[C@H]2[C@H](CO)[C@H]3Cn4c(ccc(-c5cccnc5)c4=O)[C@H]3N2C)c1
  2	-1.6	0	-1	3	0	-5	1
> Cc1nc2ccccc2n1CCC(=O)O
  ·	·	-3	4	-3	·	-1	·
> CNC(=O)CSc1nc2[nH]ncc2c(=O)[nH]1
  4	·	14	·	·	-2	·	1
> Cc1ccc(NC(=O)C2CCCN2S(=O)(=O)c2ccc3c(c2)n(C)c(=O)c(=O)n3C)c(C)c1 (stereo unspecified)
  -5	2.0	-35	-5	4	-19	-9	3
> Cn1nc(C(F)(F)F)c(-c2cccc(C(F)(F)F)c2)c1NC(=O)c1ccco1
  0	0.2	-7	-3	5	-12	-3	-3
> CC(=O)c1cc(CC=C(C)C)c(O)c(CC=C(C)C)c1O
  ·	·	-11	7	-6	·	-8	·
> CCOc1ccc(CCN2C(=O)C(=O)N([C@@H](Cc3ccccc3)CN3CCC[C@@H]3CN3C(=O)C(=O)NC[C@@H]3Cc3ccc(O)cc3)C[C@@H]2Cc2ccccc2)cc1
  -2	0.2	·	7	2	-11	0	4
> Cc1cccc(N2CC(C(=O)Nc3cccc(S(=O)(=O)N4CCCCC4)c3)CC2=O)c1C (stereo unspecified)
  -4	·	3	-5	4	-7	15	0
> Cc1ccc(C(=O)Nc2ccccc2NC(=O)c2ccc(C)o2)o1
  ·	·	-1	2	-6	·	-6	·
> Cc1cc(OC(C)C(=O)NCCN2CCOCC2)c2c(C)cc(=O)oc2c1 (stereo unspecified)
  4	-0.6	5	-2	-3	0	5	-2
> NS(=O)(=O)c1ccc(CCNC(=O)NC2CCCCC2)cc1
  3	·	1	·	·	-5	·	-5
> OCc1cccc(-c2csc(C(O)c3ccco3)n2)c1 (stereo unspecified)
  -2	0.3	·	0	-3	-18	13	6
> CC(C)(O)C#Cc1ccc(C(=O)N2CCN(c3ccc(Cl)cc3)CC2)cc1
  3	·	-11	·	·	-6	·	-1
> CCOC(=O)C1CCN(S(=O)(=O)c2ccc(-c3ccccn3)s2)CC1
  -1	1.7	·	-13	3	-8	·	0
> OC1(c2ccc3c(c2)OCO3)CCN(Cc2ccccn2)CC1
  2	·	-39	-1	-7	-3	5	-3
> CSc1ccc(/C=C(/NC(=O)c2ccco2)C(=O)N2CCCCCC2)cc1
  -7	-0.3	5	-5	5	2	7	6
> O=C(Nc1ccc2c(c1)OCO2)N[C@@H]1CC[C@H](CCNC(=O)C2CC2)O[C@@H]1CO
  0	0.1	-9	3	1	-1	-3	-3
> CN=C1NN=C(c2cc(C)n(-c3ccc(Cl)cc3)c2C)CS1
  -74	·	-7	·	·	6	·	6
> Cc1cc2c(nc1C)CCCN2S(=O)(=O)c1ccc(F)cc1
  1	-0.1	·	·	·	-15	·	-2
> CS(=O)(=O)NN1C(=O)c2ccccc2NC1c1ccccc1 (stereo unspecified)
  -2	1.7	2	·	·	-9	2	1
> CCC(C)NS(=O)(=O)c1ccc(OCC(=O)NCc2cccnc2)cc1 (stereo unspecified)
  ·	·	-9	-16	-5	·	3	·
> O=C(CCCCC(=O)OCC1COCO1)OCC1COCO1 (stereo unspecified)
  -8	0.5	5	-3	0	-4	-9	-4
> Cc1ccc(CN2C(=O)C(CC(C)C)Nc3ncnc(N4CCCCC4)c32)cc1 (stereo unspecified)
  5	-0.1	·	2	0	5	-3	3
> CN(C)c1ccc(C2C3C(=O)N(c4ccc(C(=O)O)cc4)C(=O)C3ON2c2ccccc2)cc1 (stereo unspecified)
  ·	·	10	-7	4	·	0	·
> CN(C(=O)c1cccc(NC(=O)Cc2cccc(NC(=O)C3CCN(C(=O)C4CC4)CC3)c2)c1)C1CCC1
  2	0.0	-2	6	-1	0	1	2
> O=c1c2c(n3cnnc3n1-c1ccccc1)-c1ccccc1CC21CCCC1
  -4	1.5	0	·	·	-1	·	-2
> c1ccc(NCn2cncn2)nc1
  ·	·	-6	10	-5	·	-9	·
> C[C@H](CO)N1C[C@H](C)[C@H](CN(C)S(=O)(=O)c2cccc(C#N)c2)OCc2ccccc2-c2ccccc2C1=O
  -2	0.0	6	3	0	1	-8	-1
> CN1c2ccc(C#Cc3cccnc3)cc2[C@H]2[C@H](CCN2C(=O)C2CCCC2)[C@@H]1CO
  2	0.0	·	·	·	2	·	1
> CO[C@@H]1CN(C)C(=O)c2cc(NC(=O)C3CCCC3)ccc2OC[C@@H](C)N(CC2CC2)C[C@@H]1C
  0	0.3	-5	10	2	4	-2	3
> C[C@H]1CN([C@@H](C)CO)C(=O)c2cc(NC(=O)Cc3ccccc3)ccc2O[C@H]1CN(C)Cc1ccc(C(F)(F)F)cc1
  -2	-1.9	5	-15	0	-18	-4	2
> COc1ccc(NC(=O)Nc2cccc3c2O[C@H](CN(C)Cc2ccccc2)[C@H](C)CN([C@@H](C)CO)C3=O)cc1
  -3	-0.4	1	11	10	24	2	·
